Screens deposited in PubChem BioAssay by Sanford-Burnham Center for Chemical Genomics.
CCR6 antagonist: CCR6 receptor antagonists, primary screen, cell-based, CHO-K1, luminescence, beta-arrestin, uHTS; CHO-K1 CCR6 PathHunter beta-arrestin, CCL20-stimulated; inhibition, % at 20 µM; actives 0.49% (n = 340,000); AID 493098, 2011;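 active means compounds whose inhibition of the agonist-driven luminescence signal at 20 µM reaches about 50%, limit read from the data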;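 further: cells stimulated with CCL20 at 14 nM final; plate controls were DMSO with CCL20 for no effect and DMSO without agonist for full effect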
Mdm2-MdmX inh: inhibitors of human Mdm2-MdmX association, primary screen, cell-based, luminescence, split luciferase, SaOS-2, uHTS; SaOS-2 split-luciferase Mdm2/MdmX complementation; inhibition, % at 8 µM; actives 3% (n = 330,000); AID 485346, 2010;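 active means inhibition of at least 50% at 8 µM in the primary screen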
Target sequence (O15151 whole entry, looked up): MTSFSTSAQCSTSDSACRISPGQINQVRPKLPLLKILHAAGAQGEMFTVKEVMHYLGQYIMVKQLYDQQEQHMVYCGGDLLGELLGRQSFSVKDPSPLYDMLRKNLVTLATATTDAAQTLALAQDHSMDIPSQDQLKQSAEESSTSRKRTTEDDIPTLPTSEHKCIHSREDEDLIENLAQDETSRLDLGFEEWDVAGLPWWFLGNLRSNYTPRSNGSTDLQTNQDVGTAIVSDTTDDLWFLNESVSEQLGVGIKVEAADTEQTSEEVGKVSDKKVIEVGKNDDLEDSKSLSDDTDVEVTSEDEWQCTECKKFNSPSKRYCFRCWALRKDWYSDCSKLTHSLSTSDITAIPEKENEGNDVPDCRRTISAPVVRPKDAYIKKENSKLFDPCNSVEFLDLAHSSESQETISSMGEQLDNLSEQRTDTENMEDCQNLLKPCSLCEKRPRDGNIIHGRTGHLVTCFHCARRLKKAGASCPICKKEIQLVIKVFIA
Target sequence (Q00987 whole entry, looked up): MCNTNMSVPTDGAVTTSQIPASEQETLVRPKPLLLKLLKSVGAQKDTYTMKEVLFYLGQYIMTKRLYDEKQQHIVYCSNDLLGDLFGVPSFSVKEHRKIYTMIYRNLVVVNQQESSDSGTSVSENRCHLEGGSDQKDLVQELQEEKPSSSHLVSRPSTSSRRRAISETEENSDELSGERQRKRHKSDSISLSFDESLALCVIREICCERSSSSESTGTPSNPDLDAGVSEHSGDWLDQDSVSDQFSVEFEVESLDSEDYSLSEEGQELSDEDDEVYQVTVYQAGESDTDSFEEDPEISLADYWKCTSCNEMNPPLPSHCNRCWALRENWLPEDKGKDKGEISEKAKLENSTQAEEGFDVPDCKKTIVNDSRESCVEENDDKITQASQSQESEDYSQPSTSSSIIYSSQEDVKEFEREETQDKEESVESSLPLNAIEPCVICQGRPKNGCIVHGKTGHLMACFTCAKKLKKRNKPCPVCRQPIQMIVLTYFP
EBI2 block: EBI2 receptor antagonists, beta-arrestin recruitment, primary screen, cell-based, luminescence, 7a,25-OHC stimulation, uHTS; 7a,25-OHC stimulated; inhibition, % at 5 µM; actives 0.81% (n = 360,000); in the data active means inhibition above about 38%;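 further: enzyme fragment complementation signal reports receptor beta-arrestin coupling in cells; 0% = agonist plus DMSO wells and 100% = wells without agonist; some results beyond the cut were filed as inactive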
CHOP UPR activ: activators of apoptotic CHOP UPR arm, primary screen, cell-based, CHO-CHOP luciferase reporter, luminescence, uHTS. UPR activation; percent of tunicamycin response over DMSO baseline. activation, % at 10 µM. actives 0.34% (n = 330,000). AID 449763, 2010;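 active means at 10 µM dose, activation of 40% or more, normalized to positive control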;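 further: 100% = tunicamycin at 10 µg/mL and 0% = DMSO alone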
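System: CHO CHOP reporter cells. Amount: 500 cells per well. Buffer or medium: F12 medium, 10% FBS. Compound dosing: one dose, 10 µM in 0.5% DMSO. Incubation: 6 h compound exposure at 37 °C after overnight seeding. Technique: Steady-Glo luciferase luminescence. Benchmarks: tunicamycin and DMSO controls.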
XBP1 UPR activ: activators of adaptive XBP1 UPR arm, primary screen, cell-based, CHO-XBP1 luciferase reporter, luminescence, uHTS; actives 0.33% (n = 330,000); activation, % at 20 µM; IRE1-XBP1 UPR activation; percent of tunicamycin response, DMSO as zero;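 active means versus positive control, 20 µM dose yields 30% or more activation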;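 further: 100% = tunicamycin at 10 µg/mL and 0% = DMSO only wells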
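Assay system: CHO-XBP1 luciferase reporter cells; Schedule: 6 h treatment, 37 °C; Detection: glow luminescence from Steady-Glo reagent; Benchmarks: high control tunicamycin 10 µg/mL final, low control DMSO vehicle only.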
Gli-Sufu antag: Gli-Sufu pathway antagonists, primary screen, luciferase luminescence, Sufu-KO-LIGHT cells, uHTS; Sufu-KO-LIGHT fibroblasts, Gli luciferase reporter luminescence; AID 588413, 2011; actives 0.74% (n = 340,000); inhibition, % at 5 µM;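 active means inhibition above about 55%, limit read from the data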;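 further: 0% = DMSO-treated cells and 100% = wells with medium but no cells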
Jurkat NFkB inh: inhibitors of induced NF-kB luciferase reporter, primary screen, TCR NF-kB activation inhibitor project, cell-based, luminescence, uHTS; Jurkat, PMA/ionomycin-induced NF-kB luciferase reporter; inhibition, % at 4 µM; actives 0.53% (n = 330,000); AID 435003, 2010; in the data active means inhibition above about 50%
697 NFkB inh: inhibitors of PMA/ionomycin-induced NF-kB reporter, 697 cells, primary screen, B-cell NF-kB inhibitor project, cell-based, luminescence, uHTS; 697 B-cell NF-kB luciferase reporter, 16 h; inhibition, % at 4 µM; actives 0.33% (n = 330,000); AID 435022, 2010; in the data active means inhibition above about 35%
CXCR6 inh: CXCR6 receptor inhibitors, primary screen, cell-based, beta-arrestin, luminescence, CHO-K1 PathHunter, 1536-well; inhibition, % at 20 µM; AID 602244, 2012; C-X-C chemokine receptor type 6 (Homo sapiens), O00574; actives 0.36% (n = 360,000); in the data active means inhibition above about 34%, passing the limit was not always enough;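 further: antagonist mode with CXCL16 agonist at 10 nM final; 0% = 10 nM CXCL16 with DMSO and 100% = unstimulated wells without agonist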
Numbers without * were called inactive; x = no result given; & = joins results of further samples.

SMILES | CCR6 antagonist | Mdm2-MdmX inh | EBI2 block | CHOP UPR activ | XBP1 UPR activ | Gli-Sufu antag | Jurkat NFkB inh | 697 NFkB inh | CXCR6 inh
O=C1/C(=C/c2ccccn2)SC(=S)N1CCc1ccccc1 | 14 | 3 | 6 | 6.7 | -1 | -14 | -11 | -21 | 6
COc1ccc(-c2cn(Cc3ccc(C)cc3)nn2)cc1 | 12 | -59 | 38 | 4.7 | -2 | -22 | -81 | -76 | 3
COc1ccc(NC(=O)COC(=O)c2c(C)noc2C)c(OC)c1 | -9 | 20 | 1 | -0.5 | -5 | 4 | 12 | 19 | -1
CN(C)CCC#CC(O)(c1ccccc1)c1ccccc1 | -13 | 22 | -10 | 6.2 | 1 | -2 | 16 | 3 | -2
COc1cc(-c2nnc(SCC(=O)NC3CCCC3)n2C)cc(OC)c1O | 2 | 10 | 0 | 1.3 | -4 | 14 | -2 | 13 | 1
COc1ccc(C)cc1NC(=O)CN(C)C1CCCCC1 | -1 | 30 | 19 | 1.7 | 2 | 10 | 2 | 6 | -6
O=C(OCC(=O)N1CCc2ccccc2C1)c1cccnc1Cl | 3 | -23 | -1 | 2.8 | -2 | -8 | 8 | -7 | 0
Oc1ccc(-c2[nH]ncc2-c2nc3ccccc3s2)c(O)c1 | 1 | 16 | -5 | -1.8 | -2 | -7 | 2 | 12 | 0
COCCn1c(C)cc(C(=O)CSc2nc(C)nc3sc4c(c23)CCC4)c1C | -11 | 28 | 11 | 2.7 | 5 | 23 | 8 | -8 | -10
CCOC(=O)C1CCN(C2CCN(C(=O)c3oc4c(F)cccc4c3C)CC2)CC1 | 0 | 11 | 33 | 1.9 | -2 | 11 | 13 | -7 | -3
O=C1CC(C(=O)N(c2ccccc2)C(C(=O)NC2CCCC2)c2ccncc2)CS1 (stereo not drawn) | 15 | 17 | 0 | 6.4 | -3 | 1 | 1 | -1 | 2
C[C@H](NC(=O)N1CCn2c1nc1ccccc12)C(=O)NCc1ccc2c(c1)OCO2 | 15 | 31 | -1 | 2.5 | 8 | -4 | 2 | 17 | 0
Cc1ccccc1NC(=S)Nc1ccccc1 | 15 | 20 | 1 | 1.5 | -3 | -21 | 11 | 15 | 0
NNc1nc2c(-c3ccc(Cl)cc3)nnn2c2ccccc12 | 0 | -143 | -13 | 8.3 | 1 | -96 | -133 | -131 | -4
COCC(C)NC(=O)c1cc2cccc([N+](=O)[O-])c2[nH]1 (stereo not drawn) | -2 | 6 | 1 | 1.1 | -2 | 1 | 1 | -19 | 7
CCC12CC3CC(C1)CC(C(=O)O)(C3)C2 | -3 | 10 | -5 | 0.4 | -1 | 5 | -1 | -1 | 0
CCCCCNC(=O)c1ccc2c(=O)n(CC3CCCO3)c(=O)[nH]c2c1 (stereo not drawn) | -6 | 6 | 5 | -0.4 | 0 | 9 | 99* | 104* | -6
CCn1ccnc1C(O)c1ccccc1OC (stereo not drawn) | 12 | 2 | -13 | 0.4 | 1 | 4 | 9 | 3 | 2
CC12COC3(C(=O)Nc4ccccc4F)CC1CCC32C (stereo not drawn) | 11 | -7 | -6 | -0.6 | -1 | 4 | 2 | 2 | 4
Cc1[nH]ccc(=O)c1Oc1ncc(C(F)(F)F)cc1Cl | 14 | 10 | -8 | -0.9 | 1 | 2 | 2 | 14 | 0

An excerpt from above in order of their number in CCR6 antagonist, ascending.
Molecule	CCR6 antagonist
CCC12CC3CC(C1)CC(C(=O)O)(C3)C2	-3
COCC(C)NC(=O)c1cc2cccc([N+](=O)[O-])c2[nH]1 (stereo not drawn)	-2
CC12COC3(C(=O)Nc4ccccc4F)CC1CCC32C (stereo not drawn)	11
CCn1ccnc1C(O)c1ccccc1OC (stereo not drawn)	12
C[C@H](NC(=O)N1CCn2c1nc1ccccc12)C(=O)NCc1ccc2c(c1)OCO2	15

(more compounds)
SMILES | CCR6 antagonist | Mdm2-MdmX inh | EBI2 block | CHOP UPR activ | XBP1 UPR activ | Gli-Sufu antag | Jurkat NFkB inh | 697 NFkB inh | CXCR6 inh
CC(NS(=O)(=O)c1cccc(Cl)c1)C(=O)Nc1ccc(-c2nc3ccccc3s2)cc1 (stereo not drawn) | -14 | -6 | 23 | 5.2 | -2 | -44 | -44 | -144 | -3
Cc1cc(-c2nnc(CCC(=O)NCc3cc(F)cc(C(F)(F)F)c3)o2)no1 | 7 | 1 | 7 | -0.2 | -2 | 8 | -10 | -7 | 5
CC(C)C(NC(=O)c1c(F)cccc1F)C(=O)N1CCN(c2ccccc2F)CC1 (stereo not drawn) | 12 | -15 | -1 | 2.6 | 1 | -41 | -9 | -9 | 9
COc1ccccc1NC(=O)N1CCc2[nH]c3ccc(F)cc3c2C1 | 28 | 12 | -1 | -0.7 | -3 | 3 | -16 | 13 | 1
O=C(CSc1ncccn1)NCc1ccccc1Cl | -6 | -31 | -6 | 1.3 | -1 | -36 | -46 | -28 | -7
Cc1c(S(=O)(=O)NC2CCCCCC2)c(=O)n(C)c(=O)n1C | -2 | 4 | -3 | -0.6 | 4 | -7 | -10 | -38 | 6
O=C(CN1C(=O)C(=O)N(Cc2ccccc2)C1=O)Nc1cc(Cl)cc(Cl)c1 | 9 | 37 | 11 | -1.0 | -1 | -8 | 12 | 15 | -5
O=C(CN1C(=O)COc2ccccc21)N(Cc1ccccc1)Cc1ccccn1 | -2 | 25 | 1 | -1.3 | 2 | 9 | 2 | 10 | -3
O=C(O)C1CN(c2nc(Cl)ccc2[N+](=O)[O-])C1 | 3 | -35 | -3 | 0.8 | 1 | 0 | -14 | 4 | 12
OCc1nc2ccccc2n1Cc1ccc(Cl)cc1 | 19 | 15 | 8 | 0.1 | -4 | 9 | -11 | -10 | -8
Cc1nc(COc2ccccc2Cl)sc1-c1ccnc(N)n1 | 14 | 16 | 1 | 4.0 | 5 | -14 | -20 | -21 | -6
CC1=NN(c2nc(-c3ccc(C)cc3)cs2)C(=O)C1N=Nc1ccccc1O (stereo not drawn) | 29 | 72* | 13 | 1.8 | 1 | 36 | 11 | -72 | 22
COc1ccc(-c2noc(CCC(=O)N3CCN(c4ccccc4)CC3)n2)cc1 | 8 | 22 | 3 | 0.5 | 1 | -2 | x | -6 | 0
O=C(Nc1ccc([N+](=O)[O-])cc1)c1cn(-c2ccccc2)nc1-c1cc2ccccc2o1 | -5 | 38 | -2 | 9.9 | 9 | 10 | 8 | 8 | 7
CN(Cc1c(F)cccc1Cl)C(=O)c1ccc(NC(=O)CC2SC(N3CCCCC3)=NC2=O)cc1 (stereo not drawn) | 11 | 22 | -1 | -0.5 | -2 | -12 | 11 | 6 | 1
COCCOc1cc(NC(=O)CS(=O)CC(=O)N(C)C)c(Cl)cc1Cl (stereo not drawn) | 15 | 14 | -2 | 1.2 | 0 | 1 | 0 | -2 | 0
O=C(Nc1c(F)cc(F)cc1Br)c1cc(-c2ccc(O)cc2)on1 | 8 | 17 | 14 | 2.6 | 4 | -29 | -29 | -2 | -2
O=C(c1ccco1)N1CCN(Cc2nc3ccccc3c(=O)n2-c2ccc(F)cc2)CC1 | 9 | -14 | -3 | 0.1 | -2 | 15 | 6 | 7 | 0
Cc1ccc2c(c1)C(c1ccncc1)=NNC(c1ccc(F)cc1)=N2 | 8 | -4 | 4 | 2.0 | 0 | -9 | -15 | 11 | -1
CN(Cc1ccccc1)c1nc2c(c(=O)[nH]c(=O)n2C)n1CCOc1ccccc1 | 8 | 2 | 7 | -0.3 | 14 | 2 | -6 | 1 | -4
Cc1nnc(NC(=O)CCC(=O)NC2CCCCCCC2)s1 | 0 | 5 | -16 | -1.5 | 0 | -15 | -3 | 18 | 8
Nn1c(SCC(=O)NCc2ccc3c(c2)OCO3)nnc1C(F)(F)F | 9 | -19 | -1 | 1.1 | -3 | 0 | 10 | -1 | 1
O=C(Nc1nnc(SCc2ccc(Cl)cc2)s1)C1CCCO1 (stereo not drawn) | 4 | 24 | 0 | -0.9 | 4 | -41 | -10 | 3 | -4
COc1ccc(C2SCC(=O)N2CCCN(C)C)cc1 (stereo not drawn) | -3 | 6 | -5 | 0.4 | -1 | -1 | -10 | 2 | -7
COC(=O)c1sccc1NC(=S)Nc1ccc(F)cc1F | 18 | 14 | 8 | -0.9 | -2 | -5 | 9 | 6 | 7
O=S(=O)(N/N=C/c1ccc(OC2CSC2)cc1)c1ccccc1 | 10 | -1 | -4 | 0.5 | 1 | 0 | -16 | -18 | -6
COc1ccc(OC)c(S(=O)(=O)Nc2cccc(-c3ccc(N4CCCCCC4)nn3)c2)c1 | 7 | 34 | 4 | 2.2 | -2 | 4 | -1 | -33 | -2
Cn1nnnc1SCC(=O)Nc1ccccc1C(N)=O | 0 | 19 | -9 | 1.2 | 1 | -7 | 5 | 27 | -4
O=C1Nc2ccc(F)cc2C12SCCS2 | -16 | 30 | -2 | -1.9 | -2 | 14 | 4 | 13 | 0
Cc1nnc2c(NCCc3ccccc3)nc3ccccc3n12 | 5 | 57* | 4 | 1.1 | 14 | 19 | -6 | 11 | -8

Only Jurkat NFkB inh and Gli-Sufu antag, for some of the entries so far:
canonical_smiles | Jurkat NFkB inh | Gli-Sufu antag
COc1ccc(OC)c(S(=O)(=O)Nc2cccc(-c3ccc(N4CCCCCC4)nn3)c2)c1 | -1 | 4
Cn1nnnc1SCC(=O)Nc1ccccc1C(N)=O | 5 | -7

(more compounds)
SMILES | CCR6 antagonist | Mdm2-MdmX inh | EBI2 block | CHOP UPR activ | XBP1 UPR activ | Gli-Sufu antag | Jurkat NFkB inh | 697 NFkB inh | CXCR6 inh
C/C(=N\NC(=O)c1cccc(S(=O)(=O)N2CCOCC2)c1)c1ccc(OCC(=O)N(C)C)cc1 | 5 | 20 | 1 | -0.1 | -3 | 2 | 1 | 3 | -2
C=CCn1c(SCC(=O)Nc2ccc(C(=O)O)cc2)nc2scc(-c3ccccc3)c2c1=O | 0 | -15 | 2 | -0.8 | 1 | -19 | -1 | 4 | -3
CSCCC(NC(=O)c1ccc(Cl)cc1)C(=O)OCC(=O)Nc1cc(Cl)ccc1C (stereo not drawn) | 3 | 11 | -3 | 5.0 | -1 | 1 | 1 | 16 | -2
Cc1ccc(CN(CC(=O)NCc2ccccn2)S(=O)(=O)c2ccccc2)cc1 | 19 | 8 | -11 | 1.0 | -7 | -1 | -4 | 0 | -4
CCC(C)Sc1cc(-c2nc3cc(C)ccn3c2NC2CCCCC2)ccc1OC (stereo not drawn) | 23 | 84* | 15&23 | 3.7 | 1 | 16 | -38 | -62 | 1&12
Fc1ccc(-c2csc(Nc3ccccn3)n2)c(F)c1 | -5 | -214 | 26 | 3.8 | -2 | -1 | -168 | -295 | -4
COc1ccc(C=NN=C2c3ccccc3-c3ccccc32)cc1O | 8 | x | 26 | x | x | -19 | x | x | 4
CCOC(=O)c1ccccc1NC(=O)/C(C)=C/C(=O)O | 4 | -13 | -8 | -0.6 | 0 | 0 | 10 | -9 | -2
CC12CCC(C(=O)Nc3ccccc3Cl)(C(Br)C1=O)C2(C)C (stereo not drawn) | 14 | 20 | 1 | 0.1 | -3 | 2 | -27 | -26 | 4
